Calb biofilm kill: kills Candida albicans biofilms; C. albicans biofilm + clotrimazole, Alamar Blue; inhibition, % at 6 µM; 85,000 tested, 0.14% active; AID 834;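 active means inhibition above 20%; inactive means inhibition below 20%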;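 further: preformed 24 hr biofilms exposed to compound for 48 hr; 0% = biofilm without compound and 100% = blank killed by clotrimazole plus chlorhexidine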
TNFa cytotox: HUVEC cytotoxicity counter-screen, TNF alpha stimulated | HUVEC TNFalpha-stimulated, Hoechst cell count, imaging | cell count reduction, % at 2 µM | 93,000 tested, 0.17% active;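 active means cell count reduction exceeding the screen mean by over 5 SD, scaled to untreated wells per plate, cut at about 78% in these data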;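 further: cells counted after 24 h of TNF alpha exposure following the 1 h pretreatment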
CYP2C19 inh: inhibitors of human CYP2C19; P33261; CYP2C19 Supersomes, luciferin-H EGE luminescence, 30 min; inhibition, % at 5 µM; 96,000 tested, 21% active;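 active means CYP2C19 inhibition above a set limit at 5 µM in the primary screen, cut at about 50% in these data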;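 further: plate controls were negative control wells for no effect and 2.5 mM tranylcypromine positive control for full effect; values of inactives mirror those of a sister screen read the other way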
Target sequence (P33261 whole entry, looked up): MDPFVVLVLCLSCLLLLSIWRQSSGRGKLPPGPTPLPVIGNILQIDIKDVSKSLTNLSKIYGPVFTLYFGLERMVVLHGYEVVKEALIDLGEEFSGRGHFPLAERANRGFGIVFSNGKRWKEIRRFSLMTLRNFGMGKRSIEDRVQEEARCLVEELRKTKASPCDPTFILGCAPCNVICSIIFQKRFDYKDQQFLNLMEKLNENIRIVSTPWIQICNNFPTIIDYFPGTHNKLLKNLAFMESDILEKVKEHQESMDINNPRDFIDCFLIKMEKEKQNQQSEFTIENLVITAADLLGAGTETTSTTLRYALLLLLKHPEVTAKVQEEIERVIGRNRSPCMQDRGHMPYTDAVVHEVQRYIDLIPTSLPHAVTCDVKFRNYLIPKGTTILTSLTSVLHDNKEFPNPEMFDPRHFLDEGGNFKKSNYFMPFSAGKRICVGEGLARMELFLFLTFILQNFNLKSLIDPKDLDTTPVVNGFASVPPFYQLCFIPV
CYP2C9 activ: activators of human CYP2C9; P11712; recombinant CYP2C9, luciferin-H conversion, luminescence; active compounds read high; factor 1 = untreated enzyme, 0 = blocked; activation factor at 5 µM; 96,000 tested, 1.4% active;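 active means activation factor of 2 or more for CYP2C9 at a 5 µM dose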;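 further: 0 = sulfaphenazole-blocked wells and 1 = vehicle-only wells; values of inactives mirror those of a sister screen read the other way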
Target sequence (P11712 whole entry, looked up): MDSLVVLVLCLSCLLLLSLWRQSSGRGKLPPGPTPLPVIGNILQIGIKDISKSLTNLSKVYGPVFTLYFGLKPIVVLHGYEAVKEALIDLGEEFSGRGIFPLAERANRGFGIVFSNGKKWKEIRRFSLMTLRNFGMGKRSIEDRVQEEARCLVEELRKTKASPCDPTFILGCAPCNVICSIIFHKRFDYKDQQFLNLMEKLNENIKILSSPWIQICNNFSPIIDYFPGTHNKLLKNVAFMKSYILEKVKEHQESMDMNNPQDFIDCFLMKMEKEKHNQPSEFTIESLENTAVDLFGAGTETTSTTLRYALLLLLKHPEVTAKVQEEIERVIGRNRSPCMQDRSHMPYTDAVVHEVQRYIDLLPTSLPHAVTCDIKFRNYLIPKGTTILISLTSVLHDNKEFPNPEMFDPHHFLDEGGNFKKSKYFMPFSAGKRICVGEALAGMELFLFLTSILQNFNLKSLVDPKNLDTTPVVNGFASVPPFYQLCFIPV
CYP2C9 inhib: inhibitors of human CYP2C9; P11712; CYP2C9 Supersomes, luciferin-H conversion, luminescence; inhibition, % at 5 µM; 96,000 tested, 20% active;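 active means blocking of liver enzyme CYP2C9 beyond about 50% at 5 µM, limit read from the data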; further: values of inactives mirror those of a sister screen read the other way
IL1B cytotox: HUVEC cytotoxicity counter-screen, IL-1B stimulated; cell count reduction, % at 2 µM; 94,000 tested, 0.41% active; HUVEC cell count loss, Hoechst imaging; AID 845;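 active means cell count reduction more than 3 SD above the screen-wide mean, cut at about 70% in these data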;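 further: normalized per plate to untreated control cells as the no-loss baseline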
CYP2C19 activ: activators of human cytochrome P450 2C19; P33261; recombinant CYP2C19, luciferin-H EGE luminescence; active compounds read high; 0 = fully inhibited enzyme, 1 = untreated enzyme; activation factor at 5 µM; 96,000 tested, under 10 active; AID 1025;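 active means activation factor of at least 2 at 5 µM in the primary screen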;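 further: 0 = wells with 2.5 mM tranylcypromine and 1 = vehicle-only wells; values of inactives mirror those of a sister screen read the other way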
hDAT+cocaine: human DAT dopamine uptake with cocaine, either direction | Q01959 | LLC-PK1 hDAT cells, [14C]-dopamine uptake with cocaine IC80; actives deviate in either direction | B-score at 10 µM | 110,000 tested, 1.3% active | AID 449768;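 active means Z score or B-score, a plate-position-corrected score, falls beyond the plate's 99.7% confidence bounds, in either direction; inactive means both scores lie inside the 99.7% bounds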;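 further: scored against the spread of the other compound wells on the same plate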
VCAM1 TNFa inh: reduces TNF alpha induced VCAM1 expression in HUVEC; HUVEC TNFa-induced VCAM-1 immunofluorescence, high-content imaging; inhibition, % at 2 µM; 95,000 tested, 0.48% active; AID 802;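 active means inhibition above the batch mean plus 3 SD, with images confirmed as a hit by eye, cut at about 37% in these data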;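 further: 0% = TNF-stimulated DMSO wells and 100% = unstimulated control wells; not every result past the cut was called active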
Starred values were filed as active, the others as inactive; . = not tested or not shown.

smiles	Calb biofilm kill	TNFa cytotox	CYP2C19 inh	CYP2C9 activ	CYP2C9 inhib	IL1B cytotox	CYP2C19 activ	hDAT+cocaine	VCAM1 TNFa inh
Oc1c(C(c2cccs2)N2CCN(c3cccc(Cl)c3)CC2)sc2ncnn12 (stereo unspecified)	5	.	42	0.5	54*	.	0.6	1.2	.
COc1cc(C(=O)OCCN2CCOCC2)cc(OC)c1OC	.	-26	9	1	0	20	0.9	-0.59	7
Cc1ccc(NC(=O)CSc2nnc(-c3ccncc3)n2C)cc1C	3	5	42	0.6	42	4	0.6	-0.53	0
Nc1nc2ccc(C(=O)Nc3ccccc3)cc2s1	2	-21	16	1	4	-2	0.8	0.17	9
O=C(C[n+]1cccc(NC(=O)c2ccccc2)c1)c1ccc(NC(=O)c2ccccc2)cc1	.	4	13	1	4	-22	0.9	.	5
COc1ccc(OC)c(N2C(N)=NC(N)=NC23CCCC3)c1	5	-9	-3	0.9	15	-24	1	0.24	2
COc1ccc(C)cc1-n1nnnc1SC/C(O)=C(\C#N)c1nc2ccccc2[nH]1	9	0	14	0.6	38	-26	0.9	0.03	-2
CCOC(=O)c1[nH]c2ccccc2c1NC(=O)c1ccc(Br)o1	6	-36	.	.	.	-22	.	2.6	-6
O=c1c(-c2ccc(Oc3ccccc3)cc2)[n+]([O-])c2ccccc2n1OCc1ccccn1	3	-16	9	0.9	14	-27	0.9	-0.0087	-6
O=C(CN(Cc1ccccc1F)S(=O)(=O)c1ccc(Cl)cc1)NCCCO	7	-10	54*	0.9	14	6	0.5	0.067	15
CCOC(=O)N1CCN(C(=O)CN(c2cccc(C(F)(F)F)c2)S(=O)(=O)c2ccccc2)CC1	6	-3	22	0.6	36	-19	0.8	-0.0076	-29
CC(Sc1nc2ccccc2n1C)C(=O)NC(c1ccccc1)c1ccccc1 (stereo unspecified)	7	-29	.	.	.	-31	.	-0.23	10
O=C(Cn1c(=O)oc2cc(S(=O)(=O)N3CCCC3)ccc21)NC1CCCc2ccccc21 (stereo unspecified)	9	.	12	0.4	58*	.	0.9	.	.
O=C(NNC(=O)c1ccc([N+](=O)[O-])o1)c1ccccc1	6	-26	-9	0.5	48	-19	1.1	-0.66	12
Cc1cccc(OCC(=O)Nc2nnn(C)n2)c1C	1	-4	.	.	.	-3	.	1.2	-23
COc1ccc(N(C(=O)C2CCCCC2)C2C=CS(=O)(=O)C2)c(OC)c1 (stereo unspecified)	.	15	21	0.8	15	-23	0.8	-0.14	15
Clc1ccc(OCCn2cnc3ccccc32)c(Cl)c1	2	0	.	.	.	-4	.	-0.5	-3
COC(=O)C(C)Oc1ccc2c3c(c(=O)oc2c1)CCCCC3 (stereo unspecified)	-2	-2	75*	0.2	82*	4	0.3	-0.4	38
COc1ccc(C(=O)N2CCN(c3cccc(Cl)c3)CC2)c(OC)c1	7	.	87*	0.3	69*	-31	0.1	-0.048	.
Cn1c(=O)c2c(ncn2CC(=O)Nc2ccccc2Sc2ccccc2)n(C)c1=O	5	-4	2	1	4	-12	1	-0.12	7
Cc1ccc(C(=O)OCCN2CCN(c3ncc(C(F)(F)F)cc3Cl)CC2)cc1	.	-41	18	0.7	26	-15	0.8	1.2	6
CCCOc1ccc(NC(=O)C2CCCNC2=O)cc1 (stereo unspecified)	1	-11	4	1	2	-21	1	0.3	-3
COC(=O)C(Cc1cnc(Cl)s1)(C(=O)OC)c1ccc([N+](=O)[O-])cc1[N+](=O)[O-]	0	2	79*	0.3	67*	3	0.2	0.00011	16
COc1cc(C)nc(N2CCCC(C(=O)Nc3cc(Cl)ccc3OC)C2)n1 (stereo unspecified)	9	-10	84*	1.1	-15	-17	0.2	-0.047	15
CC(C)(C)NC(=S)Nc1ccc(Br)cc1	.	2	33	1	-2	8	0.7	-0.97	-23
O=C(NCC(c1cccnc1)N1CCN(c2ccccc2F)CC1)c1ccco1 (stereo unspecified)	10	-9	32	0.7	29	4	0.7	-0.013	-11
O=S(=O)(Cc1ccccc1)N1CCN(Cc2ccccc2)CC1	7	-6	53*	1.7	-70	-21	0.5	-0.1	30
O=C(CCc1n[nH]c(=O)[nH]c1=O)N1CCCCC1	15	.	-11	1	0	.	1.1	0.014	.
CCCNc1nc2c(c(=O)n(C)c(=O)n2C)n1CCC(C)C	5	-15	6	0.5	48	26	0.9	0.91	5
O=C(NCCc1ccccc1)c1ccnc(/C=N/O)c1	1	-51	35	0.8	16	-38	0.7	1.3	-30
Cc1onc(-c2ccccc2)c1C(=O)Nc1nc(-c2ccc(F)c(F)c2)cs1	6	-52	79*	0.3	68*	-28	0.2	-0.1	4
CCN1C(=S)SC(=O)C1=C1C=C(C)N(Cc2ccco2)C(C)=C1	8	.	26	1	5	.	0.7	-0.13	.
COc1cccc(C(=O)N2CCN(c3ncccn3)CC2)c1	8	-1	70*	0.7	32	1	0.3	0.0034	0
CC1=CC(C)(C)N2C(=O)C3(C(C#N)=C(N)OC4=C3C(=O)CC(C)(C)C4)c3cccc1c32 (stereo unspecified)	8	-40	5	0.9	6	-55	0.9	1.5	10
C=C(C)Cc1c(C)c(C#N)c2nc3ccccc3n2c1N1CCCCC1	7	-13	-3	0.6	44	-4	1	0.019	-11
CCOC(=O)c1cn2nc(-c3ccc(OC)cc3)cc2nc1C1CCN(C(=O)OC(C)(C)C)CC1	-4	12	20	0.4	63*	22	0.8	0.79	-8
COC(=O)/C=c1/sc2n(c1=O)CCN=2	3	.	-3	1	4	.	1	0.0065	.
COc1ccc2nc3oc(C(=O)N4CCCCC4)cc3cc2c1	5	-1	.	.	.	-30	.	0.54	9
CC1=C(C(=O)OC(C)C)C(C)NC(=O)N1 (stereo unspecified)	3	-25	2	1	5	23	1	0.025	12
CCCC(=O)C1=C(N(C)c2ccccc2)CC(C)(C)C(C(=O)OC)C1=O (stereo unspecified)	.	.	14	0.9	14	87*	0.9	0.25	-31
O=S(=O)(c1ccc(Oc2ncnc3scc(-c4ccccc4)c23)cc1)N1CCOCC1	9	-19	72*	0.3	73*	-12	0.3	1.2	-2
COc1ccc(CN2CCSCC2)cc1O	2	17	48	1	-4	12	0.5	0.78	-7
CCOC(=O)c1ccccc1NC(=O)Cn1cnc2c(nnn2-c2ccc(C)cc2)c1=O	2	-17	-4	0.9	8	-8	1	-1	7
CCc1ccc2nc3sc(C(=O)Nc4nnc(CC)s4)c(N)c3cc2c1	.	-14	40	0.7	32	4	0.6	2.1	6
Cc1ccc(CC(NC(=O)c2ccccc2)C(=O)NCC(=O)O)cc1 (stereo unspecified)	4	-6	-5	1.2	-23	-47	1	-0.16	-2
Cc1cc(C)c2c3c(sc2n1)C(=O)N(C)CC(=O)N3	1	7	-7	0.9	11	-4	1.1	0.0083	-18
Cc1nc2c(Cl)cc(Cl)cc2[nH]1	4	-8	20	1	1	20	0.8	-1.9	-3
COc1ccc(N(C)C(=O)CCS(=O)(=O)c2cccc3nonc23)c(OC)c1	3	-19	64*	0.9	9	-52	0.4	0.061	3
Nc1nc(CSc2n[nH]c(-c3ccccc3)n2)nc(Nc2ccccc2)n1	2	.	24	0.5	46	.	0.8	1.5	.
FC(F)(F)c1cccc(N2CCN(Cc3ccoc3)CC2)c1	6	6	67*	0.5	54*	-4	0.3	0.41	-10

The list continues:
smiles	Calb biofilm kill	TNFa cytotox	CYP2C19 inh	CYP2C9 activ	CYP2C9 inhib	IL1B cytotox	CYP2C19 activ	hDAT+cocaine	VCAM1 TNFa inh
O=C(CSc1ccc(-c2ccccc2)nn1)NCc1ccco1	3	-16	.	.	.	-22	.	-0.4	2
CC1CCN(c2nc3c(c(=O)[nH]c(=O)n3C)n2CCCc2ccccc2)CC1	8	-35	18	0.6	41	-6	0.8	-0.24	13
O=C(CSc1nnc(NC2CCCCC2)s1)NC1CCS(=O)(=O)C1 (stereo unspecified)	8	0	-4	1	-4	-7	1	-0.4	-14
Cc1nc2sc(C(c3cccs3)N3CCOCC3)c(O)n2n1 (stereo unspecified)	3	69	8	1	-4	33	0.9	-0.91	4
Clc1ccc(-c2nc3ccccc3n2OCc2ccccc2)cc1	.	-10	-3	1.1	-5	-59	1	-0.17	-8
O=C(c1cccs1)c1coc2ccc(O)c(CN(CCO)CCO)c12	6	-20	26	1	0	-1	0.7	-1.2	6
COc1ccc(CC(=O)Nc2cc(C)on2)cc1	12	-7	26	1	2	-56	0.7	0.32	10
CCCc1cc(=O)oc2c(CN3CCCC3)c(O)c(Cl)cc12	1	-30	2	1	-4	-6	1	1.1	-17
COc1ccccc1CNC(=O)c1cc2c(s1)CS(=O)(=O)C2	-1	.	-5	1.2	-24	.	1	-0.29	.
CCS(=O)(=O)N1CCCC(C(=O)NC2CCC(C)CC2)C1 (stereo unspecified)	-3	-16	27	1	1	6	0.7	1	0
CC(C)CC(OC(=O)c1ccco1)C(=O)NCC1CCCO1 (stereo unspecified)	7	1	5	0.7	26	-7	1	-1.1	-10
COc1ccc(/C=N\NC(=O)COc2ccccc2Cl)cc1Cn1nc(C)cc1C	.	-13	8	0.8	20	21	0.9	-0.27	1
CCn1cc(C(=O)NCc2ccco2)c(=O)c2cc(S(=O)(=O)N3CCCCCC3)ccc21	-3	-28	49	0.1	86*	-6	0.5	1.2	4
COc1ccc(-n2nccc2-c2nn(-c3cccc(OC)c3)c(=O)n(C)c2=O)cc1	6	11	89*	0.4	62*	22	0.1	0.038	9
Cn1c(-c2ccc(-c3ccccc3)cc2)c[nH]c1=S	5	2	89*	0.4	64*	-6	0.1	-0.19	17
CC(C)C(C(=O)Nc1ncn[nH]1)N1C(=O)c2ccccc2C1=O (stereo unspecified)	7	-2	46	0.7	29	0	0.5	-0.63	-2
CCc1ccccc1N(CC(=O)N1CCN(c2ccccc2F)CC1)S(C)(=O)=O	9	7	-7	1	3	8	1.1	0.41	-1
CCOC(=O)C1=C(C)N(c2ccccc2)C(=O)C1CC(=O)O (stereo unspecified)	2	-17	53*	0.6	41	-1	0.5	-0.079	-2
Cc1ccc(S(=O)(=O)NCCc2ccc(S(N)(=O)=O)cc2)cc1	1	-6	13	0.5	48	-32	0.9	0.47	15
c1ccc(Oc2cccc(NC3=NCCC3)c2)cc1	.	17	16	1	0	3	0.8	-0.063	-12
Cc1nnc(SCCn2c(N3CCC(C)CC3)nc3c2c(=O)[nH]c(=O)n3C)s1	5	-21	11	0.6	40	-95	0.9	0.8	-4
Cc1cc(=O)c2cccc(Br)c2[nH]1	7	-10	.	.	.	90*	.	-0.41	-9
COc1ccc(S(=O)(=O)N2CC(O)CC2C(=O)OCC(=O)Nc2ccc(Cl)cn2)cc1 (stereo unspecified)	6	-10	74*	1.1	-7	6	0.3	0.55	21
O=C(CSc1ncccn1)N1CCN(C(c2ccccc2)c2ccccc2)CC1	3	6	22	0.7	27	30	0.8	0.43	5
O=C(O)C1CC(=O)N(C2CCCCC2)C1c1ccccc1 (stereo unspecified)	3	-10	4	0.9	8	-6	1	-0.18	-19
CCC(C)Nc1nc(OCC(F)(F)F)nc(OCC(F)(F)F)n1 (stereo unspecified)	.	4	3	0.9	13	18	1	-0.085	-14

Source: PubChem (several laboratories)
